Source: PubChem BioAssay
UTI89 phage lysis: inhibition of K1F phage lysis, E. coli UTI89, bacterial capsule biogenesis inhibitors, alamar blue (AID 488966); E. coli UTI89 K1F phage lysis, alamar blue, 2 h; higher % means a stronger effect; 0.02% of 340,000 active; one-dose inhibition, % at 100 µM; IC50 in µM for titrated hits;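 active means phage lysis inhibition, versus mean bacterial control, above a set limit; inconclusive means no clear call, values can overlap the other calls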;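 further: capsule biogenesis inhibitors block K1F phage lysis so surviving cells raise fluorescence; higher fluorescence means more inhibition of phage lysis; actives were called in the ten point dose series up to 300 µM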
NTR1 agonist: agonists of NTR1, primary screen, imaging, U2OS cells, beta-arrestin-GFP, high content (AID 493036). P30989. NTR1-U2OS beta-arrestin-GFP spot imaging, agonist mode. activation, % at 20 µM. 0.17% of 330,000 active;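 active means activation at or above 40% of the spot to cytoplasm intensity ratio, with at least 20 cells analyzed; inconclusive means wells under 20 cells, flagged as cytotoxic or low count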;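 further: 0% = DMSO without peptide and 100% = 100 nM NTR1 peptide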
Target sequence (P30989 whole entry, looked up): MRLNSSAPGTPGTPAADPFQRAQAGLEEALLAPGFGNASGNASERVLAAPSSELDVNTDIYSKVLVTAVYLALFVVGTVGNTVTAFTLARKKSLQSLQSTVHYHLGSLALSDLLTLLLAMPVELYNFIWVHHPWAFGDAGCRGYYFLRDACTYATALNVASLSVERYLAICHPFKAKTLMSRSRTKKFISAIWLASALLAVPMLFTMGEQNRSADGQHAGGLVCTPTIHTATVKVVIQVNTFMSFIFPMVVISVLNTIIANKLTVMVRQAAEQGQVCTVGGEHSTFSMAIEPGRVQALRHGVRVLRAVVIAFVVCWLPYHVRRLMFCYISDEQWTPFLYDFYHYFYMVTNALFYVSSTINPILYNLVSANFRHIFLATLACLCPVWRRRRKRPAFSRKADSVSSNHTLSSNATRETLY
GPR55 beta-arrestin: selective activators of receptor GPR55 – imaging, U2OS cells, beta-arrestin-GFP redistribution, primary screen (AID 1961); U2OS GPR55 beta-arrestin-GFP redistribution imaging; higher % means a stronger effect; activation, % at 10 µM, or EC50 in µM where a hit was titrated; 0.048% of 290,000 active;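 active means activation above 40% with more than 50 cells counted in the well; inconclusive means wells holding fewer than 50 cells, flagged as toxic or sparse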;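 further: U2OS osteosarcoma cells stably expressing GPR55 and beta-arrestin-GFP; plate controls were DMSO negative control for no effect and LPI positive control for full effect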
Dengue-2 NS5 capping: flavivirus cap methylation enzyme inhibition – biochemical, confirmation dose response, primary screen (AID 588689); inhibition, % at 25 µM, or IC50 in µM where a hit was titrated; 0.3% of 340,000 active; Dengue-2 NS5 methyltransferase capping enzyme assay, biochemical; higher % means a stronger effect; in the data active means a potency from the dose series; inconclusive means inhibition above about 29% without an active follow-up result
HIV fusion peptide: inhibitors of HIV fusion peptide binding, primary screen, biochemical, uHTS, fluorescence dequenching (AID 1986) | one-dose inhibition, % at 20 µM; IC50 in µM for titrated hits | 0.3% of 290,000 active | cell-free peptide binding, fluorescence dequenching, 30 min; higher % means a stronger effect; in the data active means inhibition mostly above about 52%, no sharp cut-off; inactive means mostly below about 76%; further: some results filed as inactive read as strong as hits
GPR55 antagonists: inhibition of LPI-stimulated GPR55 beta-arrestin translocation – imaging, U2OS, beta-arrestin-GFP, LPI agonist, primary screen (AID 2013); U2OS GPR55 beta-arrestin-GFP translocation imaging, LPI antagonism; higher % means a stronger effect; one-dose inhibition, % at 10 µM; IC50 in µM for titrated hits; 0.13% of 290,000 active;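 active means spots per cell inhibited over 60%, with over 100 cells counted and total cytoplasm intensity under 500,000; inconclusive means wells with under 100 cells, flagged as likely toxic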;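 further: U2OS cells stably carrying GPR55 and arrestin-GFP stimulated by 5 µM LPI near EC80; imaged beta-arrestin-GFP aggregate spots per cell after agonist stimulation; plate controls were LPI-stimulated DMSO wells for no effect and DMSO wells without LPI for full effect; some results filed as inactive read as strong as hits; confirmed hits need IC50 under 10 µM and bright autofluorescent wells are also inconclusive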
GPR35 arrestin U2OS: GPR35 antagonists blocking zaprinast-driven arrestin recruitment, primary screen, imaging, U2OS, beta-arrestin-GFP, zaprinast agonist (AID 2058); U2OS GPR35 beta-arrestin-GFP translocation imaging, zaprinast antagonism; higher % means a stronger effect; inhibition, % at 10 µM, or IC50 in µM where a hit was titrated; 0.052% of 290,000 active;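 active means inhibition of at least 50% with at least 30 cells and total cytoplasm GFP at most 10,000,000; inconclusive means under 30 cells or total GFP of 10,000,000 plus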
AID2073: inhibitors of Mint1-CaV2.2 protein interaction, biochemical, HTRF (AID 2073). 0.19% of 290,000 active. inhibition, % at 20 µM; hits with a dose series show IC50 in µM. HTRF protein-protein interaction, Mint1-CaV2.2; higher % means a stronger effect; in the data active means inhibition mostly above about 51%, no sharp cut-off; inconclusive means no clear call, values can overlap the other calls; inactive means mostly below about 53%; further: some results filed as inactive read as strong as hits
Siah-1 displacement: blockers of Siah-1 interaction with plectin peptide – biochemical, fluorescence polarization, rhodamine-plectin, uHTS, primary screen (AID 1817) | 0.02% of 290,000 active | Siah-1 / rhodamine-plectin peptide fluorescence polarization; higher % means a stronger effect | one-dose displacement, % at 20 µM; IC50 in µM for titrated hits;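 active means displacement of at least 50% at 20 µM, with a fluorescence ratio check between 0.3 and a set limit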;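 further: plate controls were Siah plus tracer with DMSO for no effect and tracer alone without Siah for full effect; strong numbers were not always called active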
NTR1 agonist cell count 20 µM: further read-out of NTR1 agonist, marked with its call; cell count; measured here: cell count, cytotoxicity flag
Dengue-2 NS5 capping pilot replicate: second read-out of Dengue-2 NS5 capping, no call of its own (marks repeat the call); inhibition, %; measured here: pilot screen replicate inhibition
* marks the source's active call; other numbers are inactive results; u = inconclusive; x = no result given; & = joins results of further samples; [ ] = remark or other dose.

SMILES	UTI89 phage lysis	NTR1 agonist	NTR1 agonist cell count 20 µM	GPR55 beta-arrestin	Dengue-2 NS5 capping	HIV fusion peptide	GPR55 antagonists	GPR35 arrestin U2OS	AID2073	Siah-1 displacement	others
CCN(CC)C(=O)Cn1cc(SCC(=O)Nc2cc(C)on2)c2ccccc21	0.0%	0.6	52	-0.4%	-5%	0.3%	8%	-9%	0%	7%
COc1ccc(CNC(=O)C2CCC(CNc3c(N4CCOCC4)c(=O)c3=O)CC2)cc1 (stereo unspecified)	1.4%&-0.4%	2.0	51	0.3%	3%&-7%	-3.0%	2%	2%	2%	0%
C/C(=N\Nc1nc(-c2cc(C)ccc2C)cs1)c1cc2ccccc2oc1=O	3.9%	0.5	68	0.2%	-2%	7.3%	11%	-4%	5%	2%
COc1ccc([N+](=O)[O-])cc1NC1C2CC3CC(C2)CC1C3 (stereo unspecified)	-1.2%	0.1	83	0.0%	-2%	-2.7%	-3%	10%	-2%	1%
Cn1c2ccccc2c2cc([N+](=O)[O-])ccc21	0.4%	-1.0	50	1.2%	-5%	-0.3%	-3%	5%	13%	-2%
O=C1CC(NNc2nc3ccccc3s2)C(=O)N1c1ccc(F)cc1 (stereo unspecified)	0.4%	1.0	63	-0.1%	-13%	1.9%	8%	-9%	5%	18%
O=C(Nc1cccs1)Nc1ccccc1Br	1.1%	-0.4	63	-0.2%	26%	-0.7%	13%	-13%	2%	4%
Cc1cc(C(=O)OCC(=O)NCc2ccc(Cl)cc2)c(C)o1	-0.5%	1.0	44	0.7%	-2%	-1.5%	-17%	-24%	-2%	3%
CCN(CC)S(=O)(=O)c1cccc(NC(=O)c2ccc(Sc3nncn3C)c([N+](=O)[O-])c2)c1	0.1%[50 µM]	2.3	62	0.4%	-2%	-1.4%	3%	-4%	27%	-5%
COc1ccc(C(=O)c2ccc(N3CCOCC3)c([N+](=O)[O-])c2)cc1	1.2%	2.3	98	0.7%	0%	-0.7%	19%	-5%	2%	2%
O=C(Cc1cccs1)N1CCC(c2nc3c(nnn3Cc3ccccc3)c(=O)[nH]2)CC1	0.7%	0.3	86	1.2%	-1%	-1.1%	5%	17%	3%	0%
NC(=O)CSc1nnc(-c2cnccn2)n1-c1ccccc1	2.6%	0.2	40	-0.1%	-3%	-0.8%	4%	13%	-4%	5%
CN(C)C(=O)N1CCC(C(=O)NCc2ccc3c(c2)OCO3)CC1	2.5%	-2.0	79	0.2%	-6%	0.2%	6%	-11%	8%	-5%
Cc1ccc(S(=O)(=O)NCCC(=O)NC2CC2)cc1	0.4%	-0.2	71	0.2%	-3%	1.5%	8%	12%	7%	0%
CN(Cc1nc(-c2cnccn2)no1)CC1(c2ccccc2)CC1(C)C (stereo unspecified)	-0.3%	1.5	66	-0.2%	-1%	0.2%	0%	-11%	0%	-2%
O=C(CCC(=O)N1CCOCC1)NCCc1ccc(Cl)cc1Cl	1.9%[50 µM]	0.9	45	-0.1%	-6%	-0.7%	6%	2%	8%	2%
N#Cc1c(N)n(-c2ccc(O)cc2)c2nc3ccccc3nc12	0.2%	0.5	40	-0.6%	x	-0.2%	-7%	-9%	0%	-10%
CCOC(OCC)c1ccc(/C=C\c2nccc(N)n2)cc1	0.2%	1.1	81	-0.1%	2%	1.9%	-8%	-6%	3%	1%
CCc1ccccc1-n1nnnc1SCC(=O)Nc1ccc(N2CCN(C)CC2)cc1	0.2%	-0.8	49	0.2%	9%	-1.6%	10%	17%	-5%	-2%
O=S(=O)(c1ccccc1)N(Cc1ccc(Cl)cc1)c1ccncc1	0.0%	-0.4	51	0.1%	2%	-1.0%	12%	2%	14%	1%
CCOc1ccc2nc(NC(=O)c3ccc(OCC4CCCO4)cc3)sc2c1 (stereo unspecified)	0.2%	31	89	-0.1%	-1%	1.1%	-7%	2%	30%	-2%
Cn1cccc1/C=N/NC(N)=S	2.9%	0.8	39	-0.1%	3%	0.6%	4%	7%	0%	4%
O=C(O)c1ccc(S(=O)(=O)N2CCC(n3nnc4cc(C(F)(F)F)ccc43)CC2)cc1	0.1%	-1.8	58	-0.1%	3%	9.3%	-4%	-1%	-6%	2%
CCN1CCN(CCCNC(=O)c2ccc(/C=C3/Oc4ccccc4N(Cc4cccc(C)c4)C3=O)cc2)CC1	0.0%	15	65	-0.2%	1%	11%	23%	0%	u	1%
CCc1nnc(NC(=O)CSc2nc(C)cc(C)c2C#N)s1	-0.2%	1.4	68	-0.8%	2%	1.8%	10%	2%	9%	4%
CCOC(=O)C1CCCN(Cc2nc(Cc3ccccc3Cl)no2)C1 (stereo unspecified)	1.7%	0.9	101	0.4%	x	-1.8%	5%	6%	6%	2%
CN(CCCNC(=O)c1ccccc1F)CCCNC(=O)c1ccccc1F	0.3%	-0.7	50	-0.2%	-3%	-1.7%	14%	12%	10%	-6%	Dengue-2 NS5 capping pilot replicate=2.4
CC(C)(C)OC(=O)N[C@@H](Cc1ccccc1)C(=O)NCC1CCC(C(=O)N[C@@H](CC(=O)O)C(=O)O)CC1 (stereo partly specified)	0.1%	-1.1	90	-0.1%	0%	-0.2%	-4%	4%	49%	-10%
O=C(CSc1nnnn1-c1ccc2c(c1)OCO2)NCc1ccccc1	-0.6%	-0.1	83	-0.2%	-6%	-0.9%	-9%	16%	1%	14%
O=C(NCCc1c[nH]c2ccccc12)C1CCN(c2nnc(N3CCCC3=O)s2)CC1	0.2%	0.7	54	0.3%	-11%	-1.4%	2%	0%	15%	3%

Among those listed so far, these contain a cyano group.
SMILES	UTI89 phage lysis	NTR1 agonist	NTR1 agonist cell count 20 µM	GPR55 beta-arrestin	Dengue-2 NS5 capping	HIV fusion peptide	GPR55 antagonists	GPR35 arrestin U2OS	AID2073	Siah-1 displacement	others
N#Cc1c(N)n(-c2ccc(O)cc2)c2nc3ccccc3nc12	0.2%	0.5	40	-0.6%	x	-0.2%	-7%	-9%	0%	-10%
CCc1nnc(NC(=O)CSc2nc(C)cc(C)c2C#N)s1	-0.2%	1.4	68	-0.8%	2%	1.8%	10%	2%	9%	4%

(continued)
SMILES	UTI89 phage lysis	NTR1 agonist	NTR1 agonist cell count 20 µM	GPR55 beta-arrestin	Dengue-2 NS5 capping	HIV fusion peptide	GPR55 antagonists	GPR35 arrestin U2OS	AID2073	Siah-1 displacement	others
Cc1nc2c3cnn(-c4ccc(C)c(C)c4)c3ncn2n1	0.2%	0.3	52	0.0%	8%	14%	10%	9%	12%	6%
COC(=O)c1ccc2c(=O)n(NC(C)=O)c(=S)[nH]c2c1	1.7%	-0.9	65	0.0%	-2%	0.3%	1%	-4%	-21%	-2%
CN1CCN(C(=O)c2ccc3c(c2)NC(=O)C(C)(C)O3)CC1	0.5%	-0.2	64	-0.2%	-3%	3.5%	6%	7%	-6%	9%
CC(C)CNC(=O)COC(=O)c1ccccc1SCC(=O)NCC(C)C	0.6%	1.9	51	0.0%	0%	0.5%	2%	5%	7%	0%
COC(=O)c1ccc(COC(=O)CCS(=O)(=O)c2ccc(C)cc2)cc1	-0.1%	-0.4	86	-0.1%	-7%	2.2%	-1%	7%	4%	-4%
COc1ccc(/C=C2\SC(=S)N(CCC(=O)Nc3cccc(O)c3)C2=O)cc1	0.3%	10	54	0.5%	-2%	1.7%	15%	6%	19%	-8%
O=C(CCCC(=O)c1ccccc1)NCCc1ccccc1F	0.0%	-1.8	80	0.3%	-9%	0.5%	4%	1%	6%	1%
Cc1ccc(C(=O)NCC(=O)NCC(=O)OCC(=O)c2ccc(F)cc2)cc1	1.4%[50 µM]	0.8	82	0.1%	-1%	2.0%	15%	0%	1%	4%
CCOC(=O)C1=C(CN2CCc3ccccc32)NC(=O)NC1c1cccc([N+](=O)[O-])c1 (stereo unspecified)	1.7%	6.9	80	-0.1%	0%	4.4%	3%	31%	-8%	3%
CC(=O)N(c1cccc(Br)c1)c1nc(C)cc(C)c1C#N	0.6%	0.9	50	0.4%	9%	0.2%	5%	0%	23%	14%
Cc1onc(-c2ccccc2)c1CNC(=O)C1COc2ccccc2O1 (stereo unspecified)	0.3%	1.7	41	-0.2%	7%	0.1%	-7%	18%	-7%	-2%
COc1ccc(N2CCN(C(=O)c3c(Cl)cnn3C)CC2)cc1	-0.1%	0.5	66	0.0%	-5%	-1.4%	2%	0%	-2%	-7%
CC(=O)Nc1nc(-c2ccc(Cl)cc2)ns1	0.9%[50 µM]	1.2	57	0.0%	-4%	1.5%	10%	-6%	1%	5%
COc1ccc(N2C(=O)[C@@H]3C(c4cccnc4)=NO[C@@H]3C2=O)cc1	x	-1.0	41	-0.1%	x	-0.2%	5%	-8%	13%	-5%
Cc1ccnc(NC(=O)CCC(=O)N(CC(=O)NCc2ccccc2)Cc2ccco2)c1	0.1%	0.0	51	0.2%	-4%	-2.4%	21%	-10%	8%	-1%
O=C(COc1ccc(Cl)cc1)NCCN1CCCC1	0.1%	0.1	52	-0.2%	-5%	-0.3%	3%	8%	11%	11%	Dengue-2 NS5 capping pilot replicate=2.1
CCCC(=O)OCC(=O)c1[nH]c(C)c(C(C)=O)c1C	0.3%	-0.9	67	0.8%	-3%	-2.3%	12%	5%	2%	8%
O=C(O)CCC(=O)Nc1ccccc1N1CCOCC1	0.7%	0.5	31	0.2%	-9%	-0.4%	1%	-3%	-2%	-3%
COc1ccccc1NC(=S)NCCc1ccc(Cl)cc1	3.3%	-3.7	77	-0.1%	-8%	1.0%	x	10%	12%	0%
CCOC(=O)c1ccc2cccc(C)n2c1=O	0.7%	15	57	-0.4%	-1%	-1.5%	10%	-14%	1%	-1%
CC(=O)Nc1ccc(OCC(O)CN2CCN(c3ccccc3Cl)CC2)cc1 (stereo unspecified)	4.8%	-0.3	64	0.1%	0%	1.7%	2%	-8%	10%	4%
Cc1c(OC(C)C(=O)NC(Cc2c[nH]c3ccc(O)cc23)C(=O)O)ccc2c1oc(=O)c1ccccc12 (stereo unspecified)	1.8%	2.0	89	-0.1%	4%	36%	-6%	3%	14%	-4%
O=C(NCc1ccc(F)cc1Cl)C1CCN(S(=O)(=O)N2CCCCC2)CC1	0.1%	2.7	58	0.2%	4%	-0.8%	-8%	-6%	1%	-8%
Cc1ccc(Cn2nnc3c(=O)[nH]c(C4CCCN(C(=O)c5ccco5)C4)nc32)cc1 (stereo unspecified)	0.0%	11	42	-0.2%	-2%	-0.2%	3%	-9%	-7%	0%
